Source: PubChem
MBNL1 CUG block: inhibitors of human MBNL1 binding to CUG repeat RNA | Q9NR56 | TR-FRET MBNL1-His/biotin-(CUG)12 binding, 665/545 ratio | Potency, µM (highest dose often 57.5 µM), for inactives: at the top dose activity change, negative = inhibition, most hits filed as inhibitors | hit rate 0.036% among 280,000; active means well fitted inhibition curve with a large enough effect in the signal ratio, with a control signal flat, not every such curve was filed as active; inconclusive means small, poorly fitted or top-dose-only effect, or effect the other way, or a change in a side signal; inactive means no such curve, though single readings can be large or run the other way; the % refers to the signal ratio; further: potency means the concentration at half of the fitted maximal effect; on the % scale 0 is the no-effect control and ±100 the full control effect
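His-tagged MBNL1 binding to biotinylated (CUG)12 RNA was measured by TR-FRET using terbium anti-His antibody (0.055 ng/ul final) and streptavidin-XL665 (5 nM final). Compounds were titrated 92 nM to 58 uM; 60 min at room temperature.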
TSHR antagonist: blocks TSH signaling through the human TSH receptor. P16473. TSHR-expressing cells, TSH-stimulated cAMP HTRF, 2 h; stronger effect = lower value. activity change, negative = inhibition, % at 11.5 µM. hit rate 0.2% among 330,000;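 active means activity change below a set negative limit, meaning inhibition stronger than a set level, cut at about -70% in these data; inconclusive means activity change between two set negative limits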; further: on the % scale 0 is the no-effect control and ±100 the full control effect
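Cell-based HTRF cAMP assay; TSHR cells + compound, TSH EC80 (4nM final), 2 h, 37 deg C. Lysis with anti-cAMP cryptate and cAMP-d2, 30 min RT, read 665/620 nm.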
a7 integrin act: integrin-mediated muscular dystrophy alleviation activation. AID 624291. Potency, µM (highest dose often 38.3 µM), inactives show at the top dose activation, actives largely listed as activators. hit rate 0.064% among 350,000. alpha7betagal myoblasts, beta-gal FDG fluorescence, 48 h;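 further: potency means the concentration at half of the fitted maximal effect; 100% = response of the positive control SU9516; nearly all actives have a fitted effect of over 60% in size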
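alpha7betagal+/- myoblasts (passage 13, 250/well) treated 48 h at 37C with compounds at 1:260 dilution of DMSO stock. Lysed, then beta-galactosidase activity read as FDG fluorescence (ex 480/em 540) after 30 min, with pre-read for autofluorescence.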
MLL CXXC-DNA inh: inhibitors of human MLL CXXC domain-DNA interaction | Q03164 | MLL-CXXC / FITC-HOXA9 DNA fluorescence polarization | Potency, µM (highest dose often 115 µM), inactives show at the top dose activity change, negative = inhibition, actives largely listed as inhibitors | hit rate 0.037% among 290,000; active means well fitted inhibition curve with a large enough effect in the polarisation, with a control signal flat, not every such curve was filed as active; inconclusive means small, poorly fitted or top-dose-only effect, or effect the other way, or a change in a side signal; inactive means no such curve, though single readings can be large or run the other way; the % refers to the polarisation; further: potency means the concentration at half of the fitted maximal effect
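Steps: dispense CXXC domain solution (7 uM) → pin compounds or unlabeled HOX-A9 DNA control → 5 min ambient → add FLSN-HOX-A9 solution (50 nM) → spin → 30 min ambient → fluorescence polarization. Tris pH 7.5/NaCl/DTT/BSA buffer.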
TCR act: T cell receptor activation | primary human leukocytes, anti-CD3, IL-2 HTRF, 48 h | Potency, µM (top dose mostly 9.22 µM), without a hit: at the highest dose activation of IL-2 secretion, most hits filed as activators | 330,000 tested, under 10 active | AID 504894; further: % of control where 0% means no effect
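Compounds are tested in HTS on primary human leukocytes co-incubated with a-CD3 beads for 48 hr. IL-2 output is measured by time-resolved FRET.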
Mito fusion yeast: mitochondrial division inhibition or fusion activation. Potency, µM (series often up to 46.1 µM), for inactives: at the top dose growth rescue (activation), usual class: activators. S. cerevisiae fusion-defective mutant growth rescue, CellTiterGlo 48 h. AID 485298. hit rate 0.23% among 320,000;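 further: potency means the concentration at half of the fitted maximal effect; % of control where 0% means no effect; nearly all actives have a fitted effect of over 45% in size; temperature-sensitive fusion mutants such as fzo1-1 at 37 °C on non-fermentable ethanol glycerol medium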
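Temperature-sensitive fusion-defective S. cerevisiae (e.g. fzo1-1, mgm1-5) were grown with compound in YPEG medium (3% ethanol, 3% glycerol) for 48 hours at 37C. Growth rescue was measured as viability by CellTiterGlo luminescence after 10 minutes at ambient.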
AT treatment: potential ataxia-telangiectasia treatments restoring KAP-1 phosphorylation; […] A-T fibroblasts, KAP-1 phosphorylation AlphaLISA; neocarzinostatin DNA damage 30 min before lysis; Potency, µM (doses to about 57.5 µM), inactives show top-dose activation, usual class: activators; hit rate 0.19% among 320,000; further: potency means the concentration at half of the fitted maximal effect; % of control where 0% means no effect; nearly all actives have a fitted effect of over 45% in size
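hTERT-immortalized A-T patient fibroblasts ([…]), 500 cells/well in OPTI-MEM, 1% FBS, got compounds for 60 min, then NCS for 30 min at 37C. Lysates were then assayed for phospho-KAP-1 by AlphaLISA (anti-pKAP1 donor, anti-KAP1 acceptor beads), 6 hr at 25C.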
ASM inhibitor: inhibitors of human secretory acid sphingomyelinase | P17405 | placental ASM, HMU-PC fluorogenic substrate, 60 min | Potency, µM (doses to about 57.5 µM), inactives show top-dose activity change, negative = inhibition, usual class: inhibitors | hit rate 0.006% among 340,000 | AID 504937; further: potency means the concentration at half of the fitted maximal effect
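Steps: dispense placental human ASM, pin compound, wait 10 min at room temperature, add HMU-PC0 substrate at 9 uM final, incubate 60 min at 37 °C, add stop solution raising pH to 10, read fluorescence.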
TSG101-PTAP inh: blocks PTAP/TSG101 interaction to inhibit HIV-1 budding. Q99816. Fluorescence polarization, FITC-PTAP peptide / Tsg101 binding. Potency, µM (doses to about 115 µM), for inactives: at the top dose activity change, negative = inhibition, hits mostly inhibitors. 340,000 tested, under 10 active; active means well fitted inhibition curve with a large enough effect in the main read-out, with a control signal flat, not every such curve was filed as active; inconclusive means small, poorly fitted or top-dose-only effect, or effect the other way, or a change in a side signal; inactive means no such curve, though single readings can be large or run the other way; further: potency means the concentration at half of the fitted maximal effect; % of control where 0% means no effect
Target sequence (Q99816 whole entry, looked up): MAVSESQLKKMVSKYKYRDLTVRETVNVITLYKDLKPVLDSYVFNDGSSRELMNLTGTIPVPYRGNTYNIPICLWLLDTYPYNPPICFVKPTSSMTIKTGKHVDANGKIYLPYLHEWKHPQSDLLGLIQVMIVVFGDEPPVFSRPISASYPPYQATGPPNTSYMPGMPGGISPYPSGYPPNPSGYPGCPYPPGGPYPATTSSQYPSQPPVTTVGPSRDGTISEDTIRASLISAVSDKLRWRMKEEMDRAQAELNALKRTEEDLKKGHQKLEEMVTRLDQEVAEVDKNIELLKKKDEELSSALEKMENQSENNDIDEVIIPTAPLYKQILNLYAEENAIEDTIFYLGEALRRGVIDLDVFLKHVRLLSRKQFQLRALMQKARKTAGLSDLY
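Fluorescence polarization binding of Tsg101 binding domain (10 uM final) to FITC-labeled PTAP peptide (50 nM final) in HEPES pH 7.5 buffer with NaCl, Tween 20, EDTA, TCEP. Compounds added before peptide; binding 20 min at RT.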
Menin MLL FP TR: menin-MLL binding inhibition, Texas Red mutant peptide; O00255; Menin + Texas Red MLL mutant peptide, fluorescence polarization; Potency, µM (top dose mostly 61.6 µM), inactives show at the top dose FP activity change, negative = inhibition, usual class: inhibitors; hit rate 0.23% among 270,000; active means well fitted inhibition curve with a large enough effect in the polarisation, with a control signal flat, not every such curve was filed as active; inconclusive means small, poorly fitted or top-dose-only effect, or effect the other way, or a change in a side signal; inactive means no such curve, though single readings can be large or run the other way; the % refers to the polarisation; further: potency means the concentration at half of the fitted maximal effect; % of control where 0% means no effect; many of its hits are not listed in these tables
Target sequence (O00255 whole entry, looked up): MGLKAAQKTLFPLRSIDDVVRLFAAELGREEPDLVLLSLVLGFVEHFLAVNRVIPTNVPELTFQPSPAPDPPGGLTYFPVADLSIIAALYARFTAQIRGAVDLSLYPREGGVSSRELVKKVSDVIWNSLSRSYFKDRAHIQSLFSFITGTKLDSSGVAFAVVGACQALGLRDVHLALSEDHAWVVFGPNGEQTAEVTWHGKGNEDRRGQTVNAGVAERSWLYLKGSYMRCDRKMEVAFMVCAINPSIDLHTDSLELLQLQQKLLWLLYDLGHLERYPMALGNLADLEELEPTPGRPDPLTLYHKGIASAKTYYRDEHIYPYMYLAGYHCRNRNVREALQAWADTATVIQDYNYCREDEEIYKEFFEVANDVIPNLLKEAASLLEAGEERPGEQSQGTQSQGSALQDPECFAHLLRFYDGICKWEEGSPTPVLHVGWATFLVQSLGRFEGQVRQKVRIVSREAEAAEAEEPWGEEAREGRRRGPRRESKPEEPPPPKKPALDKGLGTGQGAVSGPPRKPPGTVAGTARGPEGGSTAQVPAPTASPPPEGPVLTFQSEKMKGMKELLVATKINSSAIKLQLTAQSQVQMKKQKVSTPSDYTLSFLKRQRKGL
* marks the source's active call; other numbers are inactive results; ? = inconclusive; . = not tested or not shown; [ ] = remark or other dose. Unless noted, the call rests on the fitted dose curve; in most records, active means well fitted curve in the direction sought with a large enough effect; inconclusive means small, poorly fitted or top-dose-only effect, or another doubt; inactive means no such curve, though single readings can be large; an effect the other way counts as inactive or inconclusive. A portion of the library; count on the stated rates, not on these rows.

SMILES | MBNL1 CUG block | TSHR antagonist | a7 integrin act | MLL CXXC-DNA inh | TCR act | Mito fusion yeast | AT treatment | ASM inhibitor | TSG101-PTAP inh | Menin MLL FP TR
CC(C)[C@@H](N)C(=O)N/N=C/c1ccc2ncccc2c1 | 5% | -4 | 5% | -6% | -2% | -5% | -2% | -3% | -1% | .
O=C(c1cn(-c2ccccc2)nc1-c1ccncc1)N1CCCCC1 | 6% | -1 | -16% | -3% | -1% | 2% | 5% | 11% | -2% | -12%
COCCOC(=O)c1[nH]c2c(c1C)C(=O)CC(c1cc(OC)ccc1OC)C2 (stereo not drawn) | 4% | -9 | 0% | -2% | -630% | 2% | 7% | 2% | 0% | 0%
CCCCOP(=O)(c1ccc(N(C)C)cc1)C(O)c1ccccc1F (stereo not drawn) | -16% | 32 | 11% | -2% | 3% | 15% | 28% | 3% | -3% | ?
Cc1cccc(NC(=O)Nc2cc(C)cc(C)n2)c1 | -5% | 20 | 21% | -2% | 5% | 5% | 4% | 1% | -2% | -15%
COc1ccc(CNC(=O)CCC(=O)Nc2ccc(Cl)cc2)cc1 | 7% | 8 | -42% | 0% | 0% | 2% | -1% | 0% | -3% | ?
O=C(Cn1cnc2ccccc2c1=O)c1ccc(Cl)cc1 | -3% | 5 | 7% | 37%[activator] | 3% | -10% | 2%[11.5 µM] | 0% | -3% | 11%
O=C(Nc1ccccc1)C1=C[C@H](C2CCCCC2)C[C@H](OCc2ccc(CO)cc2)O1 | 12% | -10 | -36% | -20% | -3% | 13% | 8% | -19% | 0% | 11%
C/C(=N/NC(=O)NC12CC3CC(CC(C3)C1)C2)c1ccccc1 | 1% | -2 | -8% | -2% | 2% | -5% | -7% | -1% | -6% | ?
CC1CCCN(S(=O)(=O)c2cccc(-c3cn4cccnc4n3)c2)C1 (stereo not drawn) | 7% | 2 | -9% | 2% | -5% | 2% | 1% | 139%[activator] | -2% | -14%
CC(=O)N1CCN(CC(=O)Nc2ccc3c(c2)CCC3)CC1 | -15% | 11 | -13% | 5% | 3%[46.1 µM] | -3% | 0% | 1% | 0% | 6%
CC(O)CNCc1ccc(Cl)cc1Cl (stereo not drawn) | -4% | 18 | -8% | -4% | 0% | -8% | -6% | 0% | 0% | 4%
CCc1ccc(S(=O)(=O)Nc2cccc(-c3ccc4nnc(C)n4n3)c2)s1 | . | -19 | -16% | . | -20% | -8% | 0% | 2% | -1% | .
O=C(CNC(=O)c1ccco1)NCc1ccc2c(c1)OCO2 | . | -9 | -9% | . | -8% | . | -1% | 6% | -4% | .
COC(=O)c1ccc(C(=O)OC)c(NC(=O)CN(C)Cc2ccccc2)c1 | 1% | 1 | 32% | 0% | 1%[46.1 µM] | 30% | 19% | 12% | 0% | ?
Cc1ccc(NC(=O)Cn2nc(C)c3ccccc3c2=O)c(C)c1 | 8% | 12 | 3% | 0% | 4% | 2% | 0% | -2% | -2% | 1%
CC(C)C(NC(=O)c1ccc2c(c1)OCCO2)c1nc2ccccc2[nH]1 (stereo not drawn) | -12% | 23 | 22% | 17% | -4% | -2% | 3% | 3% | -1% | -10%
COc1cc(CN2CCC(n3nccc3NC(=O)C3CCOC3)CC2)ccc1F (stereo not drawn) | -13% | -23 | 29% | -8% | 5% | 0% | -3% | 3% | -4% | .
CC(=O)c1c(C)[nH]c(C(=O)NNC(=O)COc2cc(C)cc(C)c2)c1C | . | -11 | -3% | . | -2% | -3% | -2% | . | 0% | .
COc1ccc(C(C(=O)NC2CCCC2)N(C(=O)c2ccoc2C)c2ccc(C)cc2)cc1 (stereo not drawn) | ? | 8 | -18% | 6% | . | 19% | 1% | -2% | -1% | ?
CCOC(=O)c1cn(Cc2ccc(Cl)cc2Cl)c2cc(C)nn2c1=O | 9% | 17 | -28% | 6% | 0% | -9% | -3% | -1% | -2% | .
CC(=O)Nc1sc2c(c1-c1nc3ccccc3s1)CN(C(C)C)CC2 | . | 2 | . | . | -7% | . | ? | 13% | -5% | .
COc1ccc(CCNC(=O)CSc2nc3[nH]c(=O)cc(O)c3s2)cc1 | . | -2 | -5% | . | . | 1% | 5% | -2% | -5% | .
CCC(=O)NC(=S)Nc1ccc2oc(-c3ccc(OC)cc3)nc2c1 | -1% | 21 | 1% | -8% | -2% | -7% | 15% | 2% | -7% | -15%
COc1cccc(C(=O)Nc2nc3c(s2)CN(C)CC3)c1 | 9% | 27 | -19% | 4% | 3% | 0% | 10% | 25% | 0% | -2%
Cc1ccc2c(c1)N(C(=O)CCC(=O)NCc1cccnc1)CC(C)O2 (stereo not drawn) | -3% | -2 | -14% | . | -3% | 0% | 3% | 3% | -1% | -21%
Cc1ccccc1C(=O)N1CCC(C(=O)O)CC1 | -3% | -3 | 5% | -1% | -7% | -2% | 0% | 1% | -4% | 10%
Cc1c(NC(=O)c2cccc(NC(=O)COc3ccccc3)c2)c(=O)n(-c2ccccc2)n1C | . | 3 | 21% | . | 9% | -3% | -4% | 0% | -4% | .
CC(C)(C)C1(C)OC(=O)C(=Cc2ccc(OCC(=O)Nc3ccccc3)cc2)C(=O)O1 (stereo not drawn) | 2% | 2 | 10% | ? | 2%[46.1 µM] | -4% | 8% | -4% | 0% | -8%
COc1ccccc1OCCCOc1ccc(C)cc1Br | -11% | 1 | -4% | 7% | -2% | -4% | 18% | -2% | -1% | 13%
COc1ccc(NC(=O)CSCC(=O)Nc2ccc(S(=O)(=O)N3CCCC3)cc2)cc1 | -8% | -8 | -21% | 13% | 0% | 2% | 0% | -1% | 0% | .
COc1ccc(Cl)cc1-c1nc(-c2ccncc2)no1 | 37%[activator] | -4 | 13% | 8% | -3% | 7% | 2% | 0% | 0% | 33%[activator]
CSCC[C@H](NC(=O)N1CCn2c1nc1ccccc12)C(=O)N[C@@H](C(=O)O)c1ccccc1 | -11% | -3 | 7% | -11% | -1% | -2% | -4% | 2% | 0% | -3%
O=C(CSc1nnc(Cc2cccs2)n1-c1ccccc1)NCc1ccc2c(c1)OCO2 | 0% | -3 | -8% | 5% | 5% | -1% | -2% | -2% | 0% | -5%
COc1ccccc1CNCC(=O)Nc1cc(S(=O)(=O)N2CCCCCC2)ccc1Cl | . | 5 | -56%[inhibitor] | 4% | -4% | 4% | 6% | -2% | 1% | .
CC(C)NC(=S)NC(=O)c1ccc(Cl)cc1Cl | . | -3 | 6% | 6% | 5% | -3% | 5% | -3% | -2% | 10%
CCC(=O)n1nc(-c2ccc(OC)cc2)nc1N | -5% | 1 | -3% | -15% | -2% | 2% | -1% | -1% | -1% | 14%
COc1cccc(C(=O)N(c2ccccc2)C2C=CS(=O)(=O)C2)c1 (stereo not drawn) | 2% | 1 | 9% | 1% | 2% | 6% | 1% | -3% | 0% | -4%
O=C(Cc1cccc(NC(=O)C2CCCN(C(=O)C3CCC3)C2)c1)Nc1cccc(C(=O)N2CCOCC2)c1 (stereo not drawn) | . | . | -26% | . | -4% | . | . | 5% | 1% | .
CCn1c(SCC(=O)NCc2ccc3c(c2)OCO3)nnc1-c1ccco1 | 1% | 23 | ? | 35%[activator] | 3% | -7% | -6% | 1% | -7% | .
CC(=O)Nc1ccc(/C=C(\C#N)S(=O)(=O)c2ccc(C)cc2)cc1 | . | -8 | -20% | . | 1%[46.1 µM] | . | -1% | -9% | -6% | .
COCCn1c(=O)c2c(nc3n2CCCN3Cc2ccccc2)n(C)c1=O | -3% | 8 | -2% | 1% | 0% | -1% | 1% | 20% | -4% | -20%
COc1ccc2c(c1)CCc1c(C(=O)Nc3c(C)nn(Cc4ccccc4)c3C)noc1-2 | -6% | -31 | -37% | 3% | -1% | -2% | 0% | -11% | -3% | -12%
O=C(CSc1nnc2ncccn12)N1CCCCCC1 | 10% | -7 | 1% | -1% | -1% | -2% | 3% | -2% | -13% | 3%
Cc1nc(CN2CCC(c3ccccc3)CC2)cc(=O)[nH]1 | -12% | 11 | 12% | 0% | 1% | 3% | 3% | -2% | 1% | -2%
COc1ccc(C)cc1NC(=O)COC(C)=O | 0% | 4 | 24% | 4% | -1% | -6% | 0% | 9% | -13% | 4%
COCCN(C(=O)Nc1ccccc1)c1ccccc1 | -2% | 2 | 6% | -4% | 3% | 1% | 4% | -4% | 1% | 1%
